# Mcl1 Noxa PPI – disrupts binding of human Mcl-1 to Noxa peptide; inhibition, % at 21.7 µM; TR-FRET Mcl-1/Noxa peptide binding, 2 h; hit rate 1.5% among 220,000;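 active = compounds that cut the protein-peptide binding signal by more than 50% relative to plate controls in a single-dose test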;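 also: His-tagged Mcl-1 with rhodamine Noxa BH3 peptide and terbium anti-His antibody; 0% = Mcl-1 plus Noxa peptide wells and 100% = peptide-only wells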
# Target sequence (Q07820 whole entry, looked up): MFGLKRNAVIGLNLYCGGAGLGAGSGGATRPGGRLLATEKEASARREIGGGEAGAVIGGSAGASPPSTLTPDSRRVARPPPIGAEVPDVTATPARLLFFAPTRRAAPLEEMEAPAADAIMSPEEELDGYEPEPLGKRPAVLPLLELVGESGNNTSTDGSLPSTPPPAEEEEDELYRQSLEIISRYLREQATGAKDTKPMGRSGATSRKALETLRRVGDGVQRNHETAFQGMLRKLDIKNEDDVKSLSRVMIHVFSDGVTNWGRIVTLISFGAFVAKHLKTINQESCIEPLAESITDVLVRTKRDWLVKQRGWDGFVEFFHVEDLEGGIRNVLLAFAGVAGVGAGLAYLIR
# Rac1 wt GTP bind – alters GTP binding to wildtype human Rac1 | P63000 | GST-Rac1 beads, fluorescent GTP binding, flow cytometry; actives lie on both sides; 0 = cold GTP competed, 100 = untreated | GTP binding activity (% of control), % at 10 µM | hit rate 0.27% among 190,000 | AID 757;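 active = GTP binding activity at least 20 points away from the 100% control level, either lower or higher; inconclusive = compound flagged as likely green fluorescent, judged across all proteins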
# Avidin fluor – compound fluoresces at 488/530 nm on avidin beads. compound fluorescence 488/530 nm, flow cytometry; active compounds read high. fluorescence (KMESF) at 10 µM. hit rate 0.38% among 220,000; in the data active = fluorescence above about 47; also: inactives centre near 10
# HRas wt GTP – modulators of GTP binding to human HRas wildtype | hit rate 0.14% among 190,000 | P01112 | AID 759 | GST-Ras wt beads, Bodipy-FL-GTP binding, flow cytometry; actives lie on both sides | GTP binding activity, % at 10 µM;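 active = GTP binding activity at least 20% away from the 100% baseline, either lowered as inhibitor or raised as activator; inconclusive = flagged as likely green fluorescent, judged across all proteins in the well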;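 also: 0% = unlabeled GTP competition control and 100% = no-compound control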
# Target sequence (P01112 whole entry, looked up): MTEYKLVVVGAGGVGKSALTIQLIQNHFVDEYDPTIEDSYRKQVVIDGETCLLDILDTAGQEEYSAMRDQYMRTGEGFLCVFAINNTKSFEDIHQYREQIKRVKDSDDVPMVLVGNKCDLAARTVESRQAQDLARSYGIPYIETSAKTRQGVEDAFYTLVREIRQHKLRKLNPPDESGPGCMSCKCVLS
# Cdc42 wt – changes GTP binding to wildtype human Cdc42; P60953; GST-Cdc42 beads, Bodipy-GTP binding, flow cytometry; actives lie on both sides; percent activity (GTP binding), % at 10 µM; hit rate 0.2% among 190,000;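 active = percent activity GTP binding at least 20 points away from the 100% baseline, either down as inhibitor or up as activator; inconclusive = compound flagged as likely green fluorescent from well-wide comparison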;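 also: median bead fluorescence of bound Bodipy-FL-GTP at 100 nM; 0% = excess unlabeled GTP control and 100% = no compound control; below 100% means less GTP binding so inhibitor and above means activator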
# Target sequence (P60953 whole entry, looked up): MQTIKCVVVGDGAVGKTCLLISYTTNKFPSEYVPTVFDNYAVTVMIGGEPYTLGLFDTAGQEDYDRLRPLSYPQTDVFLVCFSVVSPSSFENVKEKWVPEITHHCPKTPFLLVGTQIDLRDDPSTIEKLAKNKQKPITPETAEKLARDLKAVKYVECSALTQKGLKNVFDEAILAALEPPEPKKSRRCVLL
# GSH fluor – GSH bead compound fluorescence profile; AID 1776; fluorescence (KMESF) at 10 µM; hit rate 0.25% among 190,000; GSH beads flow cytometry, compound fluorescence 488/530 nm; active compounds read high; in the data active = fluorescence above about 89;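 also: glutathione beads carrying GST-tagged Bcl family fusion proteins plus one bare bead set; values are compound well signal with DMSO vehicle wells as background; inactives centre near 16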
# Mcl1-Bid inh – Mcl-1/Bid interaction inhibition. TR-FRET Mcl-1/Bid-Dy647 peptide binding, 1536-well. inhibition, % at 21.7 µM. hit rate 0.97% among 220,000;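 active = compounds that cut the binding signal by more than half at the single screening dose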;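 also: His-tagged Mcl-1 with europium anti-His antibody binding Bid BH3 peptide; 0% = Mcl-1 plus peptide wells and 100% = peptide-only wells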
# Rab7 wt GTP bind – alters GTP binding to wildtype dog Rab7; GST-Rab7 beads, fluorescent GTP binding, flow cytometry; actives lie on both sides; untreated = 100%, excess cold GTP = 0%; GTP binding activity (percent of control), % at 10 µM; hit rate 0.055% among 190,000;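 active = fluorescent GTP binding to Rab7 beads changed by at least 20 points from the 100% baseline, either direction, mostly lower; inconclusive = compound itself probably fluorescent, or too few beads counted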;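 also: median green fluorescence of bound Bodipy-FL-GTP per Rab7 bead population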
# Rab2A wt mod – changes GTP binding to wildtype dog Rab2A, up or down; P61105; AID 760; GTP binding activity, % at 10 µM; hit rate 0.19% among 190,000; GST-Rab2 wt beads, Bodipy-GTP binding, flow cytometry;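 active = GTP binding activity at least 20 points away from 100%, either lowered or raised; inconclusive = signal likely due to the compound's own green fluorescence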;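 also: 0% = beads with excess unlabeled GTP and 100% = no-compound control corrected for plate trend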
# Pf gametocyte – inhibitors of late stage P. falciparum gametocyte viability; P. falciparum stage V gametocytes, ATP luminescence, 24 h; inhibition, % at 10.9 µM; hit rate 0.065% among 150,000;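 active = inhibition above the mean plus 3 SD of compounds within the control limits, set per campaign, cut at about 38% in these data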;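 also: 0% = DMSO wells and 100% = medium only without gametocytes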
# Rac1 mut GTP – alters GTP binding to activated mutant human Rac1; P63000; GST-Rac1 activated beads, fluorescent GTP binding, flow cytometry; actives lie on both sides; 100% means binding = to untreated wells; percent activity (GTP binding), % at 10 µM; hit rate 0.11% among 190,000; AID 764;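 active = GTP binding at least 20 percentage points away from the 100% baseline, in either direction, so actives lie on both sides; inconclusive = Compound likely fluorescent itself, or too few beads counted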
# Numbers without * were called inactive; ? = inconclusive; . = not tested or not shown.
# Fields – Mcl1 Noxa PPI	Rac1 wt GTP bind	Avidin fluor	HRas wt GTP	Cdc42 wt	GSH fluor	Mcl1-Bid inh	Rab7 wt GTP bind	Rab2A wt mod	Pf gametocyte	Rac1 mut GTP
CCOc1cc2[nH]c(=S)n(Cc3ccc(C(=O)NCC(OC)OC)cc3)c(=O)c2cc1OCC
  12	102	28	98	101	24	-13	96	94	9	97
Cc1ccc(C(=O)CCNc2ccc(F)c(Cl)c2)o1
  3	104	17	97	102	18	-30	95	95	12	98
S=C(c1cn(Cc2ccccc2)c2ccccc12)N1CCOCC1
  9	100	5	97	97	12	-17	101	97	26	97
O=S(=O)(NC1CC1)c1ccc(S(=O)(=O)N2CCC3(CC2)OCCO3)cc1
  20	93	14	96	96	11	3	101	96	16	95
Cc1nn(C(=O)c2ccco2)c(C)c1CN1C(=O)c2ccccc2C1=O
  -17	102	8	103	102	16	12	101	100	.	98
Cc1cc2cc(C#N)c(NCCNC(=S)NCCCN3CCOCC3)nc2cc1C
  28	96	16	97	101	14	-90	101	93	.	97
COc1c2c(nc3occc13)C(CC=C(C)C)(OC)C(O)CC2 (stereo not given)
  -8	106	4	101	103	29	-19	97	100	.	97
CC(=O)N1CCN(C(=S)c2cccc([N+](=O)[O-])c2)CC1
  5	103	11	101	104	12	-18	99	102	-15	100
COc1ccc2cc(CCNC(=O)C(C)C)c(=O)[nH]c2c1
  -8	99	8	100	100	26	9	98	101	.	98
Cc1ccc(C)c(OCCCC(=O)O)c1
  -2	102	11	101	101	28	-9	99	99	.	101
CN(C(=O)/C(N=Nc1cccc(C(F)(F)F)c1)=C(\O)C(F)(F)F)c1ccccc1
  18	94	5	95	97	31	16	97	98	6	94
CC(C)N(C(=O)C1CC(=O)OC12CCCCC2)C(C)C (stereo not given)
  -1	100	13	103	102	9	-2	101	102	-23	100
COCc1nnc(NC(=O)CC(C)c2ccccc2)s1 (stereo not given)
  0	107	19	103	105	39	2	100	102	.	100
CC(C)(C)NC(=O)C(c1ccccn1)N(C(=O)C1CSC(=O)C1)c1ccccc1F (stereo not given)
  14	106	9	99	100	18	-6	99	100	15	97
Cc1ccccc1CN1C[C@@H]2C[C@@H](c3cn(C)nc3-c3ccccc3)N3CCC[C@@]23C1=O
  9	100	10	99	98	10	-64	98	98	-15	96
CCC(=O)c1cc(F)ccc1OCC(=O)N1CCN(c2ccc(F)cc2)CC1
  1	98	11	94	96	17	-41	97	95	25	96
CCC(C)NC(=O)CSc1ncccc1C(=O)O (stereo not given)
  2	105	8	105	105	17	17	102	104	.	100
Cc1ccnc(NC(=O)/C=C/c2cccs2)c1
  5	?	13	?	?	12	2	?	?	.	?
Cn1cnc(C(F)(F)F)c1-c1ccc([N+](=O)[O-])cc1
  -10	100	1	99	98	6	7	100	99	-10	99
Cc1nc2cc3nc(C(F)(F)F)[nH]c3cc2[nH]1
  20	103	2	97	100	4	-36	96	97	.	99
CC(C)N(Cc1nc(-c2ccccc2)no1)C(=O)CN(C)S(=O)(=O)c1ccc(Br)cc1
  15	101	41	101	102	17	0	101	102	-11	100
CCN(C(=O)CSc1nc2ccc([N+](=O)[O-])cc2s1)C1CCS(=O)(=O)C1 (stereo not given)
  -3	98	10	94	97	15	1	95	96	3	95
O=C(NCC(c1cccs1)N1CCOCC1)c1cc([N+](=O)[O-])cc([N+](=O)[O-])c1 (stereo not given)
  -6	102	3	101	102	11	-15	99	101	2	99
O=[N+]([O-])c1ccc(CSc2nc3ccccc3[nH]2)cc1
  25	103	12	100	106	11	13	96	102	14	101
O=C(Nc1ccccc1)c1n[nH]c(Cn2cncn2)n1
  -11	101	38	103	103	14	12	98	101	-9	100
O=C(CSC1CC(=O)N(CCc2ccccc2)C1=O)Nc1ccc(Br)cc1 (stereo not given)
  2	102	10	101	103	12	1	101	99	.	101
Fc1ccc(CNC(=S)Nc2ccc(Cl)cc2Cl)cc1
  5	100	4	97	101	12	-28	96	98	15	99
CCOC(=O)N1CCN(C(=O)Cc2cccc3ccccc23)CC1
  1	104	10	98	97	21	-9	97	97	-2	97
Cc1c(C(=O)NCc2ccco2)oc2ccc(S(=O)(=O)N3CCC4(CC3)OCCO4)cc12
  3	100	9	98	102	30	-36	98	98	-6	98
Fc1ccc(-n2cc(-c3ccccc3)[n+]3c2SCC3)cc1
  19	98	9	97	99	20	-15	95	96	5	96

# Continuation.
# Fields – Mcl1 Noxa PPI	Rac1 wt GTP bind	Avidin fluor	HRas wt GTP	Cdc42 wt	GSH fluor	Mcl1-Bid inh	Rab7 wt GTP bind	Rab2A wt mod	Pf gametocyte	Rac1 mut GTP
O=C(c1ccc(N2CCN(C3CC(=O)N(Cc4cccs4)C3=O)CC2)cc1)c1cccnc1 (stereo not given)
  3	96	10	96	92	13	0	102	98	16	96
CSCCC(NS(=O)(=O)c1cccs1)C(=O)NCc1ccccc1 (stereo not given)
  15	103	11	103	102	23	-10	104	100	-14	100
COC(=O)N/N=C(C)\C=C\c1ccco1
  29	99	22	99	98	13	-26	99	99	12	101
O=c1c2ccccc2nnn1COc1cccc2ccccc12
  3	96	6	93	93	11	-17	95	91	24	89
Cc1ccc(N2C(S)=C(C#N)C(=O)NC2c2cccs2)cc1 (stereo not given)
  9	96	6	95	91	10	-51	98	95	3	93
CCC(C(=O)Nc1cc(Cl)ccc1OC)c1ccccc1 (stereo not given)
  -1	101	0	99	101	6	4	98	97	.	100
Cc1ccc(S(=O)(=O)N(C)C)cc1NC(=S)NCc1ccco1
  2	104	5	102	101	19	-37	109	101	-11	98
O=C(CSc1c[nH]c2ccccc12)N1CCCc2ccccc21
  5	105	3	101	102	18	-27	97	101	.	101
CSc1nnc(C)c(/C=C/Nc2ccc(C)cc2)n1
  8	?	35	?	?	8	-41	?	?	9	?
CCN(CC(=O)NC)S(=O)(=O)c1ccc(Br)cc1
  2	99	12	95	96	36	-11	99	96	6	95
CS(=O)(=O)N1CCN(C(=O)c2cc3ccccc3oc2=O)CC1
  10	109	2	104	105	57	1	104	105	.	101
COc1cc(CC(=O)Nc2ccc(S(=O)(=O)N(C)C)cc2)cc(OC)c1OC
  13	100	2	97	98	45	28	96	100	-10	98
CCCC(C)n1[nH]c(=O)c2c(C)cc(C)nc21 (stereo not given)
  4	98	36	98	94	24	-17	98	100	-2	96
O=C(Cn1ncc2c(=O)oc3ccccc3c21)N1CCN(C(=O)c2ccco2)CC1
  -7	102	12	99	102	30	12	100	100	.	100
CCC/C(O)=C1\C(=O)CCCC1=NCCc1ccc(OCC)c(OCC)c1
  -4	101	12	99	98	13	-1	101	98	-30	97
C=CCn1c(C(CCCC)CC(O)COCCC)n[nH]c1=S (stereo not given)
  4	100	11	98	97	12	-40	100	98	1	96
CC(=O)NCCn1c(SCc2cc(=O)n3cc(Cl)ccc3n2)nc2ccccc2c1=O
  4	106	10	102	103	7	-13	101	99	-2	99
COc1ccc(/C=C(\C#N)C(=O)Nc2cccnc2)cc1
  15	105	6	101	99	15	-2	100	100	-8	99
Clc1ccc2noc(-c3ccccc3)c2c1
  7	98	7	98	97	56	3	97	96	.	97
O=C1NC(Nc2nccs2)(C(F)(F)F)C(=O)N1CCc1ccccc1 (stereo not given)
  -3	101	4	98	96	45	-19	94	99	.	98
O=c1c2ccccc2sn1-c1cc(S(=O)(=O)N2CCOCC2)ccc1N1CCCC1
  64*	89	-1	94	93	24	-108	92	92	31	93
COc1ccc(S(=O)(=O)N2Cc3ccccc3CC2C(=O)Nc2nccs2)cc1 (stereo not given)
  -7	103	16	104	104	17	-3	99	104	.	102
COc1ccc(C2(CNC(=O)c3ccc(C)cc3)CCOCC2)cc1
  4	99	8	98	95	14	-31	102	98	14	96
Cc1cc(N2CCCC2)ccc1/C=C1/C(=O)N(C)C(=S)N1C
  11	99	14	100	98	20	-29	105	101	-7	97
Cc1cccc2cc(CN(CCCO)C(=O)Nc3ccccc3Cl)c(=O)[nH]c12
  11	94	15	99	96	24	-22	94	95	.	92
CC(C)COC(=O)c1cccc2c1-c1ccccc1/C2=N\O
  -5	105	7	102	99	39	0	101	105	.	99
CN(C)C(=O)c1snnc1-c1ccccc1
  5	113	9	106	109	8	-40	106	108	12	102
COc1ccc(-n2c(C)nc3cc(C(=O)N4CCOCC4)ccc32)cc1
  -10	105	12	100	103	11	-10	98	100	.	100
CCCCCCCSc1nc(N)cc(=O)[nH]1
  7	108	21	103	102	10	-40	100	99	.	100
Cc1cnn(CCC(=O)NNC(=S)Nc2ccccc2)c1
  -1	98	2	97	97	47	-109	98	97	.	94

# Later entries.
# Fields – Mcl1 Noxa PPI	Rac1 wt GTP bind	Avidin fluor	HRas wt GTP	Cdc42 wt	GSH fluor	Mcl1-Bid inh	Rab7 wt GTP bind	Rab2A wt mod	Pf gametocyte	Rac1 mut GTP
COCCn1nnnc1C(c1cccc(C(F)(F)F)c1)N1CCN(Cc2ccccc2)CC1 (stereo not given)
  10	99	38	99	100	17	24	100	99	.	100
O=c1[nH]c2ccccc2nc1/C=C/c1ccc(Cl)cc1
  9	98	.	94	97	10	4	95	97	2	98
O=C(CCCOc1ccc(Cl)cc1Cl)NCCCO
  4	104	14	100	101	33	-4	96	102	0	98
Cc1cc(C)cc(NC(=S)N2CCN(CCO)CC2)c1
  12	103	2	103	102	6	-21	101	100	12	100
COC(=O)c1ccc(COc2ccccc2/C=C(\C#N)C(=O)Nc2c(C)cc(C)cc2C)cc1
  -4	104	17	98	100	9	-2	97	97	-10	98
O=S(=O)(N1CCCCCC1)N1CCN(S(=O)(=O)N2CCCCC2)CC1
  -7	109	12	104	104	39	-30	103	103	.	100
CCOc1ccc(-c2nc(N)ncc2-c2ccc(OC)cc2)c(O)c1
  26	99	6	96	95	19	-3	93	92	0	95
COC(=O)c1ccccc1NC(=O)c1cc(OC)cc(OC)c1
  0	105	16	101	102	50	-14	100	101	2	99
COc1cc(Br)cc(C2C3=C(CCCC3=O)N(c3ccc(F)cc3)C3=C2C(=O)CCC3)c1O
  -2	95	2	93	95	9	-31	94	94	.	92
Cc1ccccc1NC(=O)c1ccc(Nc2c([N+](=O)[O-])cc([N+](=O)[O-])c3ccccc23)cc1
  6	103	9	99	102	11	15	97	98	17	98
Cc1cccc(N(CC(=O)N2CCN(c3ccc(F)cc3)CC2)S(C)(=O)=O)c1C
  2	97	9	99	96	8	-4	102	99	23	97
NS(=O)(=O)c1ccc(CNC(=S)NC2CC2)cc1
  10	102	12	101	100	12	-31	108	100	1	97

# An unsorted share of the library. Share with any hit: about 3%.
